High-throughput results from PubChem BioAssay.
IDH1 R132H inh: blocks human IDH1 R132H reductase activity; O75874; diaphorase/resazurin fluorescence, 60 min; inhibition, % at 10 µM; 70,000 tested, 0.18% active; AID 624101; in the data active = inhibition above about 34%;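 note: 0% = DMSO and 100% = no enzyme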
EZH2 inh: EZH2 (human) methyltransferase inhibition | Q15910 | PRC2 H3K27 methylation, DELFIA TRF, 1 h | inhibition, % at 12.5 µM | 57,000 tested, 0.35% active;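 active = mean inhibition of replicates at least 50% and every single replicate also reaching 50%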;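 note: dimethyl H3K27 on biotinylated H3 21-44 peptide detected by antibody; plate controls were median neutral control wells for no effect and median positive control wells for full effect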
Target sequence (Q15910 whole entry, looked up): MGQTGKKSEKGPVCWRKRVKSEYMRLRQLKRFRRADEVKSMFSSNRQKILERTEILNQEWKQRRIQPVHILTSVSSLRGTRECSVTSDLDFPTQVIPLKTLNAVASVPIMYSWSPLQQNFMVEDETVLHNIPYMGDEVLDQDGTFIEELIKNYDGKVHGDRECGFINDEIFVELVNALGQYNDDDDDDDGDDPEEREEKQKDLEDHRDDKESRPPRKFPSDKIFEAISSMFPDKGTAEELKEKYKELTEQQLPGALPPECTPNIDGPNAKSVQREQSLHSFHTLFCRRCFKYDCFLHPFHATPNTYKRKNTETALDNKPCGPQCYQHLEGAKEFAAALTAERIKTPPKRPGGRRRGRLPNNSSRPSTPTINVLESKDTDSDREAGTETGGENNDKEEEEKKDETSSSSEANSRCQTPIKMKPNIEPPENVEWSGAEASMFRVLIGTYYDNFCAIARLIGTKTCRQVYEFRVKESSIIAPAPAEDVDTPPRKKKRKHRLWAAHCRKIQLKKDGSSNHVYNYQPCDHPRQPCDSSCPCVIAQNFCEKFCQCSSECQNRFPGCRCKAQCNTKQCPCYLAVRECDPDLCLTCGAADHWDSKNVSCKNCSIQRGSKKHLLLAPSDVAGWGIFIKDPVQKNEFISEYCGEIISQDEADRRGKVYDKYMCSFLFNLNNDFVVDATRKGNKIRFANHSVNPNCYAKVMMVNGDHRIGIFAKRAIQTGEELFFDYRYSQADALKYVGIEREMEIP
Numbers without * were called inactive; x = no result given. Not all compounds are listed; rates above refer to the full screens.

SMILES	IDH1 R132H inh	EZH2 inh
C[C@@H]1CCCCO[C@@H](CN(C)S(C)(=O)=O)[C@H](C)CN([C@@H](C)CO)C(=O)c2cc(NC(=O)Nc3cccc4ccccc34)ccc2O1	-3.6	x
C[C@@H]1CN([C@H](C)CO)C(=O)c2cc(C3=CCCC3)cnc2O[C@H]1CN(C)Cc1ccccc1	-0.9	x
C[C@@H]1CN([C@H](C)CO)C(=O)c2cc(NC(=O)Nc3ccc(C(F)(F)F)cc3)ccc2O[C@@H]1CN(C)S(=O)(=O)c1ccc(Cl)cc1	0.0	x
C[C@H](CO)N1C[C@H](C)[C@@H](CN(C)Cc2ccccc2)Oc2ccc(NC(=O)c3ccncc3)cc2CC1=O	2.6	3.8
COc1ccc(OC)c(NC(=O)C(C)NS(=O)(=O)c2ccc(C)cc2)c1 (centres undefined)	-0.3	-4.5
COc1ccc(C#Cc2ccc3c(c2)O[C@H](CN(C)C(=O)c2ccccn2)[C@H](C)CN([C@H](C)CO)S3(=O)=O)cc1	x	-8.3
COc1ccc(C)cc1NC(=O)CN1C(=O)c2cccc3cccc1c23	1.5	-8.2
CCCC(O)C#Cc1cnc2c(c1)C(=O)N([C@H](C)CO)C[C@H](C)[C@H](CN(C)C(=O)Nc1ccccc1)O2 (some centres undefined)	-1.2	x
CCC(=O)N(C)C[C@@H]1Oc2cc(C#Cc3ccncc3)ccc2S(=O)(=O)N([C@H](C)CO)C[C@@H]1C	5.2	-4.6
CO[C@@H]1CN(C)C(=O)c2ccc(NS(C)(=O)=O)cc2OC[C@@H](C)N(C(=O)NC(C)C)C[C@H]1C	-0.4	5.0
O=C(NCCCN1CCOCC1)C(=O)NC1CC1	0.0	-4.6
CO[C@@H]1CN(C)C(=O)c2cc(NC(=O)Nc3ccc4c(c3)OCO4)ccc2OC[C@@H](C)N(C)C[C@H]1C	-0.5	-6.9

The final 3 compounds of the section above open the next one.
SMILES	IDH1 R132H inh	EZH2 inh
CO[C@@H]1CN(C)C(=O)c2ccc(NS(C)(=O)=O)cc2OC[C@@H](C)N(C(=O)NC(C)C)C[C@H]1C	-0.4	5.0
O=C(NCCCN1CCOCC1)C(=O)NC1CC1	0.0	-4.6
CO[C@@H]1CN(C)C(=O)c2cc(NC(=O)Nc3ccc4c(c3)OCO4)ccc2OC[C@@H](C)N(C)C[C@H]1C	-0.5	-6.9
C[C@H](O)C#Cc1cnc2c(c1)C(=O)N([C@H](C)CO)C[C@@H](C)[C@@H](CN(C)C(=O)c1ccc(F)cc1)O2	x	34.8
COc1ccc(NC(=O)Nc2cccc3c2O[C@@H](CN(C)C(=O)Nc2ccc4c(c2)OCO4)[C@H](C)CN([C@H](C)CO)C3=O)cc1	0.1	x
COc1ccc(NC(=O)Nc2ccc3c(c2)C(=O)N([C@@H](C)CO)C[C@H](C)[C@H](CN(C)S(=O)(=O)c2ccc(OC)cc2)O3)cc1	-0.5	x
C[C@@H]1CN([C@H](C)CO)C(=O)c2cc(C#Cc3cccc(F)c3)cnc2O[C@@H]1CN(C)C(=O)C1CCC1	-0.2	x
C[C@H]1CN([C@@H](C)CO)C(=O)c2cc(NS(C)(=O)=O)ccc2O[C@H]1CN(C)S(=O)(=O)c1ccc(F)cc1	0.4	x
COc1ccc(NC(=O)Nc2ccc3c(c2)C(=O)N([C@H](C)CO)C[C@@H](C)[C@H](CN(C)Cc2ccc(C(F)(F)F)cc2)OCCCC[C@H](C)O3)cc1	-2.6	x
C[C@@H](NC(=O)C[C@@H]1C=C[C@H](NS(=O)(=O)c2cccc(F)c2)[C@@H](CO)O1)c1ccccc1	-0.3	-4.9
C[C@@H]1CN([C@@H](C)CO)C(=O)Cc2cc(NC(=O)Nc3ccc(F)cc3)ccc2O[C@@H]1CN(C)S(=O)(=O)c1ccc(F)cc1	0.3	x
C[C@@H]1CN([C@@H](C)CO)C(=O)c2cc(NC(=O)Nc3ccc(C(F)(F)F)cc3)ccc2O[C@@H]1CN(C)S(=O)(=O)c1ccc(F)cc1	0.8	x
Cc1ccc(S(=O)(=O)N(C)C[C@@H]2Oc3c(NC(=O)Nc4ccc(F)cc4)cccc3C(=O)N([C@H](C)CO)C[C@@H]2C)cc1	4.2	-19.2
CO[C@@H]1CN(C)C(=O)c2cc(NS(=O)(=O)CC(F)(F)F)ccc2OC[C@H](C)N(CCC(F)(F)F)C[C@H]1C	0.3	-8.6
CC(=O)N(C)C[C@H]1OCc2ccccc2-c2c(n(C)c3ccccc23)C(=O)N([C@H](C)CO)C[C@H]1C	-0.1	-22.0
C[C@@H]1CN([C@@H](C)CO)C(=O)c2c(c3ccccc3n2C)-c2ccccc2CO[C@@H]1CN(C)S(=O)(=O)c1ccccc1F	1.5	-8.6
C[C@H](CO)N1C[C@H](C)[C@@H](CN(C)C(=O)Nc2ccccc2)OCc2ccccc2-c2ccccc2C1=O	-0.9	-0.2
CO[C@H]1CN(C)C(=O)c2ccc(NC(=O)C3CCCCC3)cc2OC[C@H](C)NC[C@H]1C	-0.3	-1.4
C[C@H](CO)N1C[C@H](C)[C@H](CN(C)Cc2ccncc2)Oc2c(NS(=O)(=O)c3ccccc3)cccc2C1=O	x	9.3
C[C@H](CO)N1C[C@H](C)[C@@H](CN(C)S(=O)(=O)c2cn(C)cn2)Oc2ccc(NC(=O)Cc3cn(C)c4ccccc34)cc2C1=O	-27.5	x
COc1ccc(S(=O)(=O)N(C)C[C@@H]2Oc3c(NC(=O)c4ccc(-c5nccs5)cc4)cccc3C(=O)N([C@H](C)CO)C[C@@H]2C)cc1	1.4	x
N=c1c2cnn(-c3ccccc3)c2ncn1/N=C/c1ccc(Cl)cc1	-0.2	0.9
CO[C@@H]1CN(C)C(=O)c2ccc(NC(=O)c3cccc(F)c3)cc2OC[C@H](C)N(CC2CC2)C[C@@H]1C	0.0	9.0
COc1ccc(-c2cnc3c(c2)C(=O)N([C@H](C)CO)C[C@H](C)[C@H](CN(C)S(=O)(=O)c2cccc(F)c2)O3)cc1	-4.0	x
COC(=O)c1ccccc1NC(=O)C1=C(C)NC(=S)NC1c1ccc(OC2CCCC2)c(OC)c1 (centres undefined)	0.4	x
O=C(Cn1cnc2ccccc2c1=O)Nc1ccc(Cl)c(Cl)c1	0.0	-7.0
COCC(=O)Nc1ccc2c(c1)OC[C@H](C)N(C)C[C@@H](C)[C@@H](OC)CN(C)C2=O	0.2	-2.7
COc1ccc(S(=O)(=O)N(C)C[C@H]2Oc3c(NC(=O)NC4CCCCC4)cccc3C(=O)N([C@@H](C)CO)C[C@@H]2C)cc1	-2.9	x
CC(=O)O[C@]1(C(C)=O)CCC2C3C[C@H](C)C4=CC(=O)CC[C@]4(C)C3CC[C@@]21C (some centres undefined)	-0.3	x
COc1ccccc1C(=O)Nc1ccc2c(c1)C(=O)N(C)C[C@@H](OC)[C@H](C)CN(CC1CC1)[C@@H](C)CO2	0.0	1.7
C[C@H]1CN([C@@H](C)CO)C(=O)c2cc(C#CC3(O)CCCC3)cnc2O[C@@H]1CN(C)C(=O)CN(C)C	0.5	-3.2
C[C@@H]1CN([C@@H](C)CO)C(=O)c2cc(Br)cnc2O[C@H]1CN(C)C(=O)C1CC1	5.2	12.0
O=C(Nc1ccccc1)N[C@H]1CC[C@H](CCNS(=O)(=O)c2cccc(F)c2)O[C@@H]1CO	-0.2	-9.2
C[C@H](CO)N1C[C@H](C)[C@@H](CN(C)C(=O)c2cnccn2)Oc2ncc(/C=C/c3ccccc3)cc2C1=O	-0.5	-4.4
COc1cccc(-c2ccc3c(c2)O[C@@H](CN(C)C(=O)c2ccccc2F)[C@@H](C)CN([C@H](C)CO)S3(=O)=O)c1	0.0	-2.8
CC(C)CC#Cc1cnc2c(c1)C(=O)N([C@H](C)CO)C[C@@H](C)[C@@H](CN(C)Cc1ccc(F)cc1)O2	-0.5	-23.1
Cc1ccc(C(=O)NC(=O)CSc2nnnn2-c2ccccc2)cc1	0.4	-3.7
C[C@@H]1CN([C@@H](C)CO)C(=O)c2cc(C#CCC3CCCC3)cnc2O[C@@H]1CN(C)C(=O)c1cnccn1	2.1	-7.2
CNC[C@@H]1Oc2cc(C#C[C@H](C)O)ccc2S(=O)(=O)N([C@@H](C)CO)C[C@H]1C	x	-33.7

Looked up by structure from the list above:
SMILES	IDH1 R132H inh	EZH2 inh
COc1ccc(S(=O)(=O)N(C)C[C@@H]2Oc3c(NC(=O)c4ccc(-c5nccs5)cc4)cccc3C(=O)N([C@H](C)CO)C[C@@H]2C)cc1	1.4	x
C[C@@H]1CN([C@H](C)CO)C(=O)c2cc(C#Cc3cccc(F)c3)cnc2O[C@@H]1CN(C)C(=O)C1CCC1	-0.2	x
COc1cccc(-c2ccc3c(c2)O[C@@H](CN(C)C(=O)c2ccccc2F)[C@@H](C)CN([C@H](C)CO)S3(=O)=O)c1	0.0	-2.8
CNC[C@@H]1Oc2cc(C#C[C@H](C)O)ccc2S(=O)(=O)N([C@@H](C)CO)C[C@H]1C	x	-33.7
COc1ccc(NC(=O)Nc2ccc3c(c2)C(=O)N([C@H](C)CO)C[C@@H](C)[C@H](CN(C)Cc2ccc(C(F)(F)F)cc2)OCCCC[C@H](C)O3)cc1	-2.6	x

The list continues:
SMILES	IDH1 R132H inh	EZH2 inh
CCC(=O)N1C[C@@H](C)[C@@H](OC)CN(C)C(=O)c2cc(NS(C)(=O)=O)ccc2OC[C@@H]1C	-0.2	-0.9
O=C(C[C@H]1C=C[C@H](NC(=O)Nc2ccccc2F)[C@H](CO)O1)NCc1ccc(F)cc1	-0.2	0.1
O=C(CSc1ncnc2scc(-c3ccccc3)c12)Nc1cccc(Cl)c1Cl	1.4	12.3
CC(C)NC(=O)N(C)C[C@@H]1Oc2c(NC(=O)C3CC3)cccc2C(=O)N([C@@H](C)CO)C[C@H]1C	1.5	9.5
O=C(C[C@@H]1C[C@@H]2c3cc(NS(=O)(=O)c4ccccc4)ccc3O[C@@H]2[C@@H](CO)O1)N1CCOCC1	-0.1	0.5
C[C@@H]1O[C@@H](Oc2ccc(C3Oc4cc(O)cc(O)c4C(=O)C3O)cc2O)[C@H](O)[C@H](O)[C@H]1O (some centres undefined)	x	97.4*
Cc1ccccc1-c1ccc2c(c1)O[C@H](CN(C)Cc1ccncc1)[C@@H](C)CN([C@@H](C)CO)S2(=O)=O	45.2*	19.1
COc1ccc(C#Cc2cnc3c(c2)C(=O)N([C@@H](C)CO)C[C@@H](C)[C@@H](CN(C)CC2CC2)O3)cc1	-0.7	-39.6
COc1ccc(NC(=O)Nc2ccc3c(c2)CC(=O)N([C@H](C)CO)C[C@@H](C)[C@H](CN(C)S(=O)(=O)c2ccc(F)cc2)O3)cc1	0.7	x
CO[C@@H]1CN(C)C(=O)c2cc(NC(=O)C3CC3)ccc2OC[C@H](C)N(C(=O)CN(C)C)C[C@H]1C	0.2	3.5
CC(=O)N(C)C[C@H]1Oc2ncc(C3=CCCC3)cc2C(=O)N([C@@H](C)CO)C[C@@H]1C	0.0	3.3
C[C@H](CO)N1C[C@H](C)[C@H](CN(C)Cc2ccc(C(=O)O)cc2)Oc2c(NS(=O)(=O)c3ccc(Cl)cc3)cccc2C1=O	2.6	x
C[C@H](CO)N1C[C@H](C)[C@H](CN(C)Cc2ccc(Oc3ccccc3)cc2)Oc2c(NC(=O)CCCCCC(=O)Nc3ccccc3N)cccc2C1=O	x	-4.3
COc1ccc(C(=O)Nc2sc3c(c2C(=O)NC2CCS(=O)(=O)C2)CCCC3)cc1OC (centres undefined)	-0.1	x
C[C@H](CO)N1C[C@H](C)[C@H](CN(C)Cc2ccc(F)cc2)Oc2ncc(C#Cc3cccnc3)cc2C1=O	-3.0	0.9
O=C(C[C@@H]1C=C[C@@H](NC(=O)CN2CCOCC2)[C@H](CO)O1)NC1CCCCC1	0.1	4.4
C[C@H]1CN([C@@H](C)CO)C(=O)c2cccc(NC(=O)Nc3ccc4c(c3)OCO4)c2O[C@@H]1CN(C)S(=O)(=O)c1ccccc1	0.2	x
C[C@H]1CN([C@@H](C)CO)C(=O)c2cc(NC(=O)c3ccncc3)ccc2O[C@@H]1CN(C)Cc1ccc(Cl)c(Cl)c1	0.6	-4.1
O=C(C[C@H]1C[C@H]2c3cc(NC(=O)Cc4ccncc4)ccc3O[C@H]2[C@H](CO)O1)NCc1cccnc1	-5.0	16.1
COC(=O)c1ccccc1NC(=O)C(C)(C)Oc1ccc(Cl)cc1	0.2	40.8
C[C@@H]1CN([C@H](C)CO)S(=O)(=O)c2ccc(C#CCN(C)C)cc2O[C@@H]1CN(C)C(=O)CC1CC1	-1.5	7.6
CC(C)NC(=O)Nc1ccc2c(c1)C(=O)N([C@H](C)CO)C[C@@H](C)[C@H](CN(C)S(=O)(=O)c1ccc(Cl)cc1)O2	1.1	1.7
O=C(CSc1n[nH]c(-c2ccncc2)n1)Nc1cccc(Cl)c1Cl	0.2	-3.6
C[C@H](O)C#Cc1ccc2c(c1)O[C@H](CN(C)Cc1ccccc1)[C@@H](C)CN([C@@H](C)CO)S2(=O)=O	x	17.5
COCC(=O)N1C[C@@H](C)[C@H](OC)CN(C)C(=O)c2cc(NC(=O)Nc3cccc(F)c3)ccc2OC[C@H]1C	0.1	0.8
O=C(NCC[C@@H]1CC[C@H](NS(=O)(=O)c2ccc(F)cc2)[C@@H](CO)O1)c1ccc2c(c1)OCO2	-0.2	2.2
C/C=C/c1cnc2c(c1)C(=O)N([C@H](C)CO)C[C@H](C)[C@@H](CN(C)C(=O)NC1CCCC1)O2	0.4	-0.1
COCC(=O)Nc1ccc2c(c1)[C@H]1C[C@H](CC(=O)N[C@H](C)c3ccccc3)O[C@@H](CO)[C@H]1O2	0.0	0.7
C[C@@H]1CN([C@H](C)CO)C(=O)c2cc(NC(=O)Nc3ccccc3)ccc2O[C@@H]1CN(C)S(=O)(=O)c1cccs1	-0.1	x
Cc1ccc(S(=O)(=O)N[C@H]2CC[C@H](CC(=O)O)O[C@@H]2CO)cc1	-0.3	-0.3
Cc1cccc(C)c1OCC(=O)Nc1cccc(NC(=O)c2ccco2)c1	0.5	6.2
C[C@H]1CN([C@@H](C)CO)C(=O)c2cc(C#CCN(C)C)cnc2O[C@H]1CN(C)Cc1ccc(F)cc1	-0.1	x
